BAZ2B block – qHTS Assay for Inhibitors of BAZ2B; AlphaScreen BAZ2B-H3K14Ac peptide displacement; Potency, µM (top dose mostly 114 µM), for the others: at the top dose activity change, negative = inhibition, usual class: inhibitors; actives 4.4% (n = 360,000); AID 504333, 2011; also: potency is read from the fitted curve at half-maximal effect; % is scaled to controls: 0 for no effect and ±100 for the full control effect; nearly all actives have a fitted effect of over 60% in size
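AlphaScreen luminescence quantifies BAZ2B engagement of H3K14Ac peptide; the protein and biotinylated peptide are both at 50 nM final, buffer PBS pH 7.4 with 0.01% Tween-20, all steps at room temperature.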
HP1b binding inh – HTS for Inhibitors of HP1-beta Chromodomain Interactions with Methylated Histone Tails; Chromobox protein homolog 1 (Homo sapiens), P83916; AlphaScreen HP1-beta / biotin-H3K9me3 peptide binding; Potency, µM (top dose mostly 114 µM), for inactives: at the highest dose activity change, negative = inhibition, actives largely listed as inhibitors; actives 0.56% (n = 390,000); also: potency is read from the fitted curve at half-maximal effect; nearly all actives have a fitted effect of over 70% in size; inactives centre near 23
Target sequence (P83916 whole entry, looked up): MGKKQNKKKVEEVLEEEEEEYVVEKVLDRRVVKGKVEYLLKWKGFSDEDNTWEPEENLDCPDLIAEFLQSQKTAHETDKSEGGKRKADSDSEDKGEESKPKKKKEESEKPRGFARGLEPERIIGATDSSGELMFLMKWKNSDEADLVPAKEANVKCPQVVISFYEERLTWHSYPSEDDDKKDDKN
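AlphaScreen: HP1-beta (50 nM) preformed 30 min with biotin-H3(1-18)K9me3 peptide (50 nM) in PBS pH 7.4, 0.01% Tween-20. Compound added for 30 min at RT, then streptavidin donor/nickel chelate acceptor beads (10 ug/mL) for 30 min.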
PI4K2A inh – qHTS for small molecular inhibitors of PI4K2A. AID 1346378, 2018. Phosphatidylinositol 4-kinase type 2-alpha (Homo sapiens), Q9BTU6. activity change, negative = inhibition, % at 76.9 µM. actives 0.13% (n = 420,000). purified PI4K2A, ADP-Glo luminescence, 1 h; hits give low values; in the data active = activity change below about -50%; inconclusive = mostly about -30% to -49%;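 also: -100% = wells without enzyme as full effect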
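PI4K2A activity was measured by ADP-Glo luminescence: enzyme (4 ug/mL stock) and phosphatidylinositol (1.2 mM stock) in Tris pH 7.5/MgCl2/EGTA/Triton X-100 buffer were reacted with ATP (300 microM stock) for one hour at ambient temperature.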
12-LOX inh – Primary qHTS assay for inhibitors of human arachidonate 12S-lipoxygenase (ALOX12): Round 2 | purified 12hLO, xylenol orange hydroperoxide absorbance | Potency, µM (highest dose often 108 µM), for the others: at the top dose activity change, negative = inhibition, most hits filed as inhibitors | actives 1.1% (n = 580,000); also: potency is read from the fitted curve at half-maximal effect; % is scaled to controls: 0 for no effect and ±100 for the full control effect
Target sequence (P18054 whole entry, looked up): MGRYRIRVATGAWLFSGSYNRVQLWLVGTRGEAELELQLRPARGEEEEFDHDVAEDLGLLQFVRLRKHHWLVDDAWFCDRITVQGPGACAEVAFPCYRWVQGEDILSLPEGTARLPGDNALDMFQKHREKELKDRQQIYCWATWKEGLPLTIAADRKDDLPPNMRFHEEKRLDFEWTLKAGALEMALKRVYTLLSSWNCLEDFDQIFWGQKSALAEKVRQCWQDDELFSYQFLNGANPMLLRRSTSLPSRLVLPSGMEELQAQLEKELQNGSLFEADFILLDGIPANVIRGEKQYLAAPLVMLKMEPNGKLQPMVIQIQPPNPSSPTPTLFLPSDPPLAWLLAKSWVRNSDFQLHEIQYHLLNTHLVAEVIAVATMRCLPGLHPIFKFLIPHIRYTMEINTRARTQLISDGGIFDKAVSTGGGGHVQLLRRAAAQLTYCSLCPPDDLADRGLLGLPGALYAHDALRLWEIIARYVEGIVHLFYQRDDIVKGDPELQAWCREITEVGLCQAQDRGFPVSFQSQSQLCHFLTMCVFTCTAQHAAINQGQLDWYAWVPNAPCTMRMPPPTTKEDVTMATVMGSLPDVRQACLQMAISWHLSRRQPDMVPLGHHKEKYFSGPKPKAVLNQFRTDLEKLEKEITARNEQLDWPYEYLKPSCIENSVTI
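Hydroperoxide product was detected by ferrous iron/xylenol orange as the 573 to 405 nm absorbance ratio. Arachidonic acid at 40 uM (final) was turned over for 30 min at room temperature by 150 nM human 12hLO, pH 7.0 Hepes buffer, after 15 min compound preincubation.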
G9a block – qHTS Assay for Inhibitors of Histone Lysine Methyltransferase G9a; Histone-lysine N-methyltransferase EHMT2 (Homo sapiens), Q96KQ7; G9a H3K9 monomethylation, AlphaScreen, 2 h; Potency, µM (titrated, usually from 102 µM), without a hit: at the highest dose activity, negative = inhibition, hits mostly inhibitors; actives 8.8% (n = 350,000); AID 504332, 2011; also: potency is read from the fitted curve at half-maximal effect; % is scaled to controls: 0 for no effect and ±100 for the full control effect; nearly all actives have a fitted effect of over 75% in size
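AlphaScreen detection with an anti-monomethyl H3K9 antibody quantified product after a 2 h room-temperature reaction containing 500 nM biotinylated H3K9 peptide, 20 µM SAM and 20 nM enzyme, which had been preincubated 15 min with compound.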
GLS inh – qHTS for Inhibitors of Glutaminase (GLS). GLS enzymatic activity, qHTS titration. Potency, µM (top dose mostly 45.5 µM), for the others: at the highest dose activity change, negative = inhibition, usual class: inhibitors. actives 0.21% (n = 410,000); also: potency is read from the fitted curve at half-maximal effect; % is scaled to controls: 0 for no effect and ±100 for the full control effect
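hKGA in 45 mM KH2PO4 pH 8.2, 0.02% Tween-20 with pin-transferred compounds; 1 mM L-glutamine (stock) plus glutamate oxidase/HRP/Amplex Red coupling added. Fluorescence read initially and after 30 min at RT.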
JMJD2A Tudor – qHTS Assay for Inhibitors of JMJD2A-Tudor Domain; Lysine-specific demethylase 4A (Homo sapiens), O75164; AlphaScreen JMJD2A-Tudor / H3K4me3 peptide binding; Potency, µM (series often up to 114 µM), for inactives: at the highest dose activity change, negative = inhibition, most hits filed as inhibitors; actives 4.4% (n = 390,000); also: potency is read from the fitted curve at half-maximal effect; % is scaled to controls: 0 for no effect and ±100 for the full control effect; nearly all actives have a fitted effect of over 50% in size
RGS4 inh – Inhibitors of Regulator of G Protein Signaling (RGS) 4: qHTS; Regulator of G-protein signaling 4 (Homo sapiens), P49798; Transcreener GDP fluorescence polarization, RGS4-accelerated GTP hydrolysis; Potency, µM (highest dose often 114 µM), for the others: top-dose activity change, negative = inhibition, actives largely listed as inhibitors; actives 0.039% (n = 390,000); also: potency is read from the fitted curve at half-maximal effect; % is scaled to controls: 0 for no effect and ±100 for the full control effect; nearly all actives have a fitted effect of over 75% in size; some results filed as inactive show a strong effect at the top dose
Target sequence (P49798 whole entry, looked up): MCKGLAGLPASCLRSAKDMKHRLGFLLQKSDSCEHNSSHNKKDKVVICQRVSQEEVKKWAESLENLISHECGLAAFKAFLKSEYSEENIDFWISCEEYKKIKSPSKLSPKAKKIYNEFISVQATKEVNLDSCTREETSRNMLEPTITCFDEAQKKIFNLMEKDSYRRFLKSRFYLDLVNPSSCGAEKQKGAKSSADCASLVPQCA
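MLSMR compounds (23 nl, pin-transferred) preincubated 10 min at room temperature with a 500nM (2x) first reagent, then RGS4 at 900nM (2x) plus Transcreener GDP mix added; fluorescence polarization (620/688 nm) read before and after 90 min at 30 °C.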
ERG Ets-DNA blk – qHTS for Small Molecule Inhibitors of the ERG Ets/DNA interaction; Transcriptional regulator ERG (Homo sapiens), P11308; fluorescence polarization, His-ERG Ets domain / labelled DNA; Potency, µM (doses to about 76.9 µM), inactives show at the highest dose FP activity, negative = inhibition, usual class: inhibitors; actives 0.028% (n = 370,000); active = well fitted inhibition curve with a large enough effect in the polarisation, with a control signal flat; inconclusive = small, poorly fitted or top-dose-only effect, or effect the other way, or a change in a side signal; inactive = no such curve, though single readings can be large or run the other way; the % refers to the polarisation;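 also: polarization taken with two DNA probes labelled with fluorescein and Texas red; potency is read from the fitted curve at half-maximal effect; % of control where 0% means no effect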
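His-tagged ERG Ets domain (1 uM in the protein solution; 300mM KCl, 50mM Tris-HCl, 1mM EDTA, 1mM DTT, pH 7.5) received compound, then a probe mix of 5 nM fluorescein-DNA and 100nM Texas-615-DNA. Fluorescence polarization was read for both dyes.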
The depositor's hits bear a star; i = inactive; ? = inconclusive; . = not tested or not shown; & = joins results of further samples; [ ] = another dose, or the depositor's remark. Unless noted, calls follow the shape of the dose curve; as a rule, active = well fitted curve in the direction sought with a large enough effect; inconclusive = small, poorly fitted or top-dose-only effect, or another doubt; inactive = no such curve, though single readings can be large; an effect the other way counts as inactive or inconclusive. Some of the compounds tested; the hit share may differ from the screen's.

G9a block,GLS inh,HP1b binding inh,RGS4 inh,BAZ2B block,ERG Ets-DNA blk,12-LOX inh,PI4K2A inh,JMJD2A Tudor,molecule
-27%[59 µM],-9%,25%,-5%,3%[57.1 µM],-2%,-6%,-2,-31%,COc1ccccc1CN1CCC(CNC(=O)c2cnn(-c3ccc(Cl)cc3)c2C2CCN(C(=O)OC(C)(C)C)CC2)CC1
-27%,-1%,27%,-5%,-10%,6%,1%,1,-6%,O=C(Nc1cccc(C(=O)O)c1)/C(=C\c1ccc2c(c1)OCO2)NC(=O)c1ccccc1
.,9%,17%,-18%,.,-2%,-18%,-2,-18%,O=C(O)C(=Cc1cc2c(cc1[N+](=O)[O-])OCO2)c1cc2c(cc1Br)OCO2
0%,-6%,6%,-7%,-2%,-3%,-39%,-6,-6%,COC(=O)c1ccc(C2NC(=O)CCC2[N+](=O)[O-])cc1 (configuration not stated)
-4%[12.7 µM],-7%,78%[activator],11%,10%,-12%,0%,2,27%,CC(C)(C)C1=CC(O)(c2ccccc2)C=C(C(C)(C)C)C1=O
2%,5%,16%,-32%,-1%,1%,0%,4,-7%,Cn1nnnc1SCC(=O)NC(C)(C)C
-21%,-5%,33%[activator],-4%,-12%,5%,4%,-3,12%,Cc1cc(C(=O)NC2=NCCS2)c2ccccc2n1
7.1µM*,19%,?,-24%,13µM*,3%,?,?,14µM*,COc1cccc(N=Nc2ccc3cccnc3c2O)c1
8%[12.7 µM],-14%,2%,24%,-26%,2%,?,0,-27%,CCCn1c(SCC(=O)N2CCN(c3ccccc3)CC2)nc2ccccc2c1=O
45µM*,-1%,-11%,-22%,50µM*,5%,-6%,-1,-32%,Cn1cccc1Cc1nnc(SCC(=O)Nc2cccc(F)c2)n1CCc1ccccc1
19%[2.33 µM],11%,15%,-17%,9%,.,-2%,4,-17%,O=C(CN1C(=O)C(=O)N(Cc2ccccc2)C1=O)Nc1ccc(OC(F)F)cc1
-9%[12.7 µM],-1%,25%,8%,-5%,2%,5%,-2,-17%,CC(C)(C)c1ccccc1NC(=O)CN1C(=O)NC2(CCCCCC2)C1=O
57%[activator],-2%,45%[activator],22%,?,2%,-11%,2,-15%,CSCCC(=O)N(C)CC1CCCN(CCc2cccc(C(F)(F)F)c2)C1 (configuration not stated)
56µM*,20%,15%,12%,-16%,1%,?,4,-7%,O=C(Nc1ccc2c(c1)OCO2)N1CCCc2ccccc21
2.5µM*,4%,32%,-7%,?,0%,-3%,6,-17%,COCCOC(=O)c1c(NC(=O)CSc2cccc[n+]2[O-])sc(C(N)=O)c1C
18%,0%&7%,30%&46%,8%&-2%,-26%&-15%,11%&-2%,-1%&-18%,4&-1,-24%&-5%,Cc1ccccc1C(=O)c1cccn1CC(=O)NCc1cccc(Cl)c1
.,-6%,23%,-12%,.,-2%,?,-5,-15%,C=CCNc1nc(C(=O)OC(C)C(=O)c2ccc(C)cc2)cs1 (configuration not stated)
7.1µM*,3%,-7%,-30%,-36%,20%,?,1,?,Cc1cc(N2CCCC2)ccc1NC(=O)COc1ccccc1
11%,-5%,28%,-19%,11%,-11%,1%,8,1%,COc1ccc(S(=O)(=O)N2CCN3CCCC3C2)cc1 (configuration not stated)
?,-2%,48%[activator],-40%,-2%,11%,-16%,-5,2%[57.1 µM],O=C(Oc1coc(CSc2nnc(NC(=O)c3cccs3)s2)cc1=O)c1ccccc1
-29%,2%,25%,41%,4%,-2%,3%,-4,-6%,CCCCN(C(=O)c1cccc(S(=O)(=O)N2CCN(C)CC2)c1)c1c(N)n(CCC)c(=O)[nH]c1=O
11%[59 µM],11%,40%[activator],-9%,-31%,-2%,-29%,0,-10%,COc1cccc(/C=N/Nc2ncc(C(F)(F)F)cc2Cl)c1O
19%,-3%,18%,-5%,3%,-9%,-5%,1,8%,CCN(CC)S(=O)(=O)c1ccc(C(=O)Nc2cc(C)on2)cc1
?,-4%,36%,14%,-4%,-7%,0%,-4,?,Cc1ccccc1-c1noc(-c2ccc(NCc3ccco3)c([N+](=O)[O-])c2)n1
2%,0%,28%,-14%,-5%,0%,i,-5,-12%,COc1cc(C(=O)O)ccc1OCC(=O)N1CCOCC1
45µM*,3%,-21%,-32%,0%,3%,10%,-4,?,COc1ccc(OC)c(NC(=O)Cc2csc(NC(=O)Nc3ccccc3OC)n2)c1
-1%[59 µM],-10%,17%[57 µM],8%,-1%,4%,-19%,-1,-3%,Cc1ccc(CNC(=O)c2c(-c3ccc(F)cc3F)noc2C)o1
-46%,2%,44%[activator],3%,9%,4%,2%,-4,10%,CCOc1ccccc1OCC(=O)NNC(=O)Cn1cnc2c1c(=O)n(C)c(=O)n2C
8%,4%,11%,13%,-28%[57.1 µM],-7%,-19%,0,-28%,CS(=O)(=O)N(CC(=O)N/N=C/c1cc2c(cc1Br)OCO2)c1ccccc1Br
?,-7%,27%,7%,-15%,5%,-10%,-5,-2%,Cc1ccc(C(CNC(=O)Nc2ccccc2)N2CCN(C)CC2)cc1 (configuration not stated)

A section taken from the entries so far:
G9a block,GLS inh,HP1b binding inh,RGS4 inh,BAZ2B block,ERG Ets-DNA blk,12-LOX inh,PI4K2A inh,JMJD2A Tudor,molecule
-46%,2%,44%[activator],3%,9%,4%,2%,-4,10%,CCOc1ccccc1OCC(=O)NNC(=O)Cn1cnc2c1c(=O)n(C)c(=O)n2C
8%,4%,11%,13%,-28%[57.1 µM],-7%,-19%,0,-28%,CS(=O)(=O)N(CC(=O)N/N=C/c1cc2c(cc1Br)OCO2)c1ccccc1Br
?,-7%,27%,7%,-15%,5%,-10%,-5,-2%,Cc1ccc(C(CNC(=O)Nc2ccccc2)N2CCN(C)CC2)cc1 (configuration not stated)

The listing continues:
G9a block,GLS inh,HP1b binding inh,RGS4 inh,BAZ2B block,ERG Ets-DNA blk,12-LOX inh,PI4K2A inh,JMJD2A Tudor,molecule
107%[activator][59 µM],9%,40%,-16%,-36%,0%,140%[activator][57.4 µM],-5,-7%,COc1nc(-c2ccncc2)nc2ccccc12
7%[2.33 µM],9%,18%,5%,-10%,2%,-15%,-1,-20%,O=C(O)CCC(=O)Nc1ccc(OCC(=O)O)cc1
-36%[59 µM],7%,35%,7%,-36%,7%,0%,-4,-5%,CN1CCN(C(=O)c2cn(-c3ccccc3)nc2-c2cccnc2)CC1
.,2%,22%,-4%,.,-1%,-21%,-3,-11%,Cc1ccnc(SCCn2c(N3CCC(C)CC3)nc3c2c(=O)n(C)c(=O)n3C)n1
-9%,-10%,5%,23%,15%,0%,-9%,-9,-13%,COc1ccc(Cc2n[nH]c(=O)c3ccccc23)cc1OC
24%,-8%,6%,4%,8%,20%,-8%,2,-6%,COCc1c(C(=O)NC(C)c2ccc(S(N)(=O)=O)cc2)oc2ccccc12 (configuration not stated)
?,-2%,31%,-34%,-24%,-1%,-20%,-13,8.9µM*,Cc1ccc(NC(=O)Cc2n[nH]c(=S)n2C)cc1
3%[59 µM],0%,28%,-1%,-27%,-12%,399%[activator],13,7%,CC(c1ccccc1)N1CNc2c(c(=O)n(C)c(=O)n2C)C1 (configuration not stated)
24%[12.7 µM],7%,28%,10%,10%,10%,113%[activator],-4,-6%,COc1ccc(/C=C/C(=O)OCC(=O)NCc2ccccc2)cc1OC
.,-9%,19%,33%,0%,-9%,10%,3,4%,COCC1CCN(C(=O)C2CCC(=O)N(C3CCCCCC3)C2)CC1 (configuration not stated)
22%,17%,17%,7%,12%,4%,2%,-2,-18%,Cc1cccc(C=Nc2ccccc2C(N)=O)c1
-48%,-3%,34%,-20%,-26%,0%,7%,-1,-21%,CN(Cc1ccccc1)S(=O)(=O)c1ccc2[nH]c(=O)ccc2c1
-10%[59 µM],0%,16%,10%,-15%,-1%,4%,-3,-13%,COc1cccc(CN(C(=O)c2oc3ccccc3c2C)C2CCS(=O)(=O)C2)c1 (configuration not stated)
54%[activator],5%,38%,11%,8%,0%,151%[activator],-5,-25%,CCCS/C(N)=N/N=C/c1cc(C)ccc1O
?,7%,23%,22%,-9%,-2%,?,2,-24%,C=CCc1ccccc1OCC(O)CN1CCN(c2ccccc2F)CC1 (configuration not stated)
-50%,6%,22%,-43%,-2%,0%,1%,-15,-21%,Cc1c(Cl)cccc1NC(=O)Nc1ccc(C(N)=O)cc1
-14%[59 µM],1%,35%,?,?,.,?,-5,?,Cc1c(C(=O)N/N=C/c2ccc(-c3ccccc3[N+](=O)[O-])o2)sc(N)c1C#N
-12%,-5%,28%,-14%,-13%,10%,-9%,-7,-7%,O=C(CSc1nc2ccccc2c(=O)[nH]1)Nc1cccc([N+](=O)[O-])c1
0%[0.501 µM],-10%,73%[activator],-4%,15%,4%,18%,-2,23%,COc1ccccc1-c1sc2ccccc2c1-c1ccc(Br)nc1
